Compound activity deposited in PubChem by The Scripps Research Institute Molecular Screening Center.
SRC3 TRFRET art: counter-screen for PPARgamma SRC-3 recruitment agonists: TR-FRET artefact. PPARgamma/SRC-3 format; active compounds read high. TR-FRET ratio at 8 µM. 99,000 tested, 0.39% active. AID 1048; in the data active = TR-FRET ratio above about 2000; note: inactives centre near 1600; reference of the scale not given here
SRC1 TRFRET art: TR-FRET artefact, counter-screen to PPARgamma/SRC-1 agonist assay | TR-FRET detection artefact counter-screen, emission ratio; active compounds read high | TR-FRET ratio at 8 µM | 99,000 tested, 0.34% active | AID 1051; in the data active = TR-FRET ratio above about 2300; note: inactives centre near 1800; reference of the scale not given here
Numbers without * were called inactive. This is a subset, so the mix of outcomes need not match the whole.

SMILES	SRC3 TRFRET art	SRC1 TRFRET art
CC(C)[C@H](NC(=O)c1ccco1)C(=O)OCC(=O)NC12CC3CC(CC(C3)C1)C2	1720	1714
O=C(NCc1ccccc1Cl)c1cc([N+](=O)[O-])ccc1Cl	1601	1598
CCC(C)n1c(/C=C/c2ccccc2)nc2ccccc21 (stereo not drawn)	1749	1736
COC(=O)c1ccc(CN2CCC(CO)(Cc3ccc(OC)cc3)CC2)cc1	1624	2032
CCOC(=O)c1nn(-c2ccccc2)c(=O)cc1SC1CCCCC1	1654	1679
N#C/C(=C/c1cccn1-c1cccc(C(=O)O)c1)c1ccc(F)cc1	1708	1674
Cc1ccc(C(=O)Nc2ccccc2N2CCCCC2)cc1[N+](=O)[O-]	1533	1643
COCCn1c(SCC(=O)Nc2ccc(OC)cc2)nc2c(oc3ccccc32)c1=O	1580	1392
CC1CC(CN)CC(CO)C1 (stereo not drawn)	1668	1571
Cc1sc2ncnc(SC(C)C(=O)N3c4ccccc4Sc4ccccc43)c2c1C (stereo not drawn)	1527	1757
CCCCn1c(SCc2cc(=O)[nH]c3ccccc23)nc2c1c(=O)n(C)c(=O)n2C	1540	1990
O=C(N/N=C/c1ccc(Br)s1)c1ccccn1	1466	2059
O=C(NNC(=O)c1ccc(NC(=O)c2ccccc2)cc1)Nc1ccccc1	1460	1596
Cc1ccccc1CCN(C(=O)Cn1nnc2ccccc21)C(C(=O)NCC1CCCO1)c1nc2ccccc2n1C (stereo not drawn)	1568	1825
O=c1ccn(CCc2c[nH]c3ccccc23)c2c1CCCC2	1555	1700
CN(CC(=O)Nc1cccc(F)c1)CC(=O)Nc1ccc(Cl)cc1[N+](=O)[O-]	1655	1938
Clc1ccccc1Cc1noc(CN2CCCCC2c2ccccn2)n1 (stereo not drawn)	1765	1955
COc1ccc(CCNC(=O)CSc2nc3ccccc3c3nc(CCN4CCCCC4)nn23)cc1OC	1623	1727
Cc1ccc(S(=O)(=O)N2CCN(CC(=O)N/N=C\c3ccc(Cl)c([N+](=O)[O-])c3)CC2)cc1	1705	1863
Cc1ccc(S(=O)(=O)N2CCC(C(=O)NNC(=O)c3cccnc3)CC2)cc1	1711	1858

Five entries already listed, ordered by heavy-atom count, rising:
SMILES	SRC3 TRFRET art	SRC1 TRFRET art
CC1CC(CN)CC(CO)C1 (stereo not drawn)	1668	1571
O=C(N/N=C/c1ccc(Br)s1)c1ccccn1	1466	2059
O=C(NCc1ccccc1Cl)c1cc([N+](=O)[O-])ccc1Cl	1601	1598
CCOC(=O)c1nn(-c2ccccc2)c(=O)cc1SC1CCCCC1	1654	1679
Cc1ccccc1CCN(C(=O)Cn1nnc2ccccc21)C(C(=O)NCC1CCCO1)c1nc2ccccc2n1C (stereo not drawn)	1568	1825

Other structures
SMILES	SRC3 TRFRET art	SRC1 TRFRET art
CC(C)OCCCNC(=O)Cc1ccc(Br)cc1	1580	1619
CCc1ccc(C(=O)Nc2cc(C)ccc2F)s1	1535	2002
COC(=O)c1cn(-c2ccccc2)nc1-c1cccnc1	1697	1851
C/C(=N\Nc1nc(-c2ccc(C)cc2C)cs1)c1cc2ccccc2oc1=O	1383	1810
O=C(N/N=C/C1CC2CCC1C2)c1ccc2c(c1)OCO2 (stereo not drawn)	1357	1758
O=C(NCc1ccon1)c1ccc(OC2CCN(CCc3ccccc3)CC2)cc1	1649	1541
O=c1c2cc(N3CCOCC3)ccc2[nH]c(=S)n1Cc1ccccc1Cl	1706	1476
CCCOc1ccc(/C(O)=C2/C(=O)C(=O)N(CCN(C)C)C2c2ccc(O)c(OC)c2)cc1 (stereo not drawn)	1332	1644
O=C(CNC(=O)c1ccc(S(=O)(=O)N2CCCC2)cc1)N/N=C/c1ccccc1	1554	2073
Cc1cccc(-n2c(C)cc(C(=O)NC3CCCCC3)c2C)c1	1642	1869
NC(=O)CC[C@H](NC(=O)c1ccc(F)cc1)C(=O)OCC(=O)Nc1ccc(N2CCOCC2)cc1	1649	1635
CN1CCN(CC(=O)N/N=C/c2ccc(F)c(F)c2)CC1	1597	1966
Cc1c(CNC2CCCC(C)C2C)c(C(=O)O)c(C)n1Cc1ccccc1 (stereo not drawn)	1623	1757
COc1ncccc1-c1nnn(-c2ccccc2)n1	1772	1698
CCOc1cc(/C=N/Nc2ccccc2Cl)ccc1OCC(=O)O	1512	1638
COc1ccc(CCNC(=O)COC(=O)C2CCCCC2)cc1	1328	1598
CC(=O)Nc1ccc(NC(=O)c2ccc(CSc3ccccc3)o2)cc1	1581	1623
Nc1[nH]c(N=NC(=O)c2ccc(F)cc2)c2ccccc12	1519	1832
O=C(CSc1cccc[n+]1[O-])Nc1cc(S(=O)(=O)N2CCOCC2)ccc1N1CCOCC1	1561	1653
O=C(CCl)Nc1cn(-c2ccccc2)nc1-c1ccccc1	1624	1998
Cn1c(O)c(/C=N/Nc2ccccc2)c(=O)n(C)c1=O	1707	1867
COc1cc(C(=O)OCC(C)=O)c([N+](=O)[O-])cc1OC	1369	1646
Cc1ccc(S(=O)(=O)N(NC2=NS(=O)(=O)c3ccccc32)C(=O)c2ccccc2)cc1	1653	1912
Nc1c(C(=O)N/N=C/c2cccnc2)cnn1-c1ccccc1	1622	1839
Cn1c(=O)oc2cc(S(=O)(=O)N3CCN(c4cccc(Cl)c4)CC3)ccc21	1560	1901
CC1OC(Nc2ccc(N=Nc3ccccc3)cc2)C(O)C(O)C1O (stereo not drawn)	1485	1678
CCCCC(=O)NCc1ccc(F)cc1	1481	2035
CC(C)(C)Nc1nc(SCC(=O)Nc2ccccc2)nc(N2CCOCC2)n1	1316	1574
Cc1ccc(SCCN)cc1C	1581	1919
O=c1nc2n(c3ccc([N+](=O)[O-])cc13)CCCCC2	1625	1846
COc1ccc(N(CC(=O)NCC(C)C)S(=O)(=O)c2ccccc2)cc1	1672	1658
COc1cc(C2NC(=S)NC(O)(C(F)(F)F)C2C(=O)c2cccs2)cc(OC)c1O (stereo not drawn)	1814	1759
CCc1ccc(Nc2cc(C)nc3nc(C)nn23)cc1	1794	1823
Cc1ccc(C(=O)/C=C/c2ccc(F)cc2)o1	1574	1536
COc1ccc(NC(=O)COC(C)=O)cc1Cl	1461	1727
Cc1ccc(-n2cc(CNCCN3CCOC3=O)c(-c3cccc(C)c3)n2)cc1	1491	1689
O=C(CSc1ccc(F)cc1)Nc1ccccc1Br	1642	1837
CN(CCCNC(=O)CSc1cc(=O)n(C)c2cc(Cl)ccc12)Cc1ccccc1	2993*	3308*
O=C(CSc1cccc[n+]1[O-])NC1CCCCCCC1	1556	1858
CCN(CCO)Cc1cc(=O)oc2cc3c(cc12)CCC3	1392	1835
NC(=O)COC(=O)CSc1ccc2ccccc2c1	1631	1898
Cc1ccccc1C1CCCN(Cc2nc(C3CC3)no2)C1 (stereo not drawn)	1572	1758
CCCCCCCCC(=O)NCCOc1ccc(OC)cc1	1499	1717
O=C(CSc1ncn[nH]1)NCc1ccc2c(c1)OCO2	1698	1993
CCOC(=O)N/N=C/c1ccc(OCCSc2ccc(Cl)cc2)c(OCC)c1	1625	1651
COc1cccc(-c2nnc(SCC(=O)N(C(C)C)C(C)C)o2)c1	1586	1985
OCCCNc1nc(-c2ccc(Cl)cc2)nnc1-c1ccc(Br)cc1	1721	1915
CC(C)CCOCC(=O)Nc1cccc(C(=O)O)c1	1637	1992
Cc1ccc2nc(-c3ccc(NC(=O)COC(=O)c4ccc(Br)o4)cc3)sc2c1	1586	1956
N#Cc1cnn2ccc(-c3cc(N4CCOCC4)ccc3[N+](=O)[O-])nc12	1517	2007
CCn1c(CNS(=O)(=O)c2ccc(Cl)cc2)n[nH]c1=S	1844	1660
COc1ccccc1NC(=O)c1cc(C)nc2ccccc12	1810	1764
Cc1nc2cc(-c3ccc(Cl)cc3)nn2c(C)c1CCC(=O)NC(C)c1ccc2c(c1)OCCO2 (stereo not drawn)	1469	1749
COc1ccccc1Nc1n[nH]c(=S)s1	1490	2235
CC(=O)c1ccc(NC(=O)C(C)OC(=O)c2ccc3c(c2)nc(C)n3-c2ccccc2)cc1 (stereo not drawn)	1467	1902
CCOC(=O)/C(=C\C=C\N1CCOCC1)C(C)=O	1427	1883
Cc1cc2[nH]c(=S)[nH]c2cc1C	1602	2009
COc1ccc(NS(=O)(=O)/C=C/c2ccccc2)cc1	1639	1636
Cn1c2ccccc2c(=O)c2c(=O)n(C3CCCCCC3)c(C3CCCCC3)nc21	1526	1885
COc1ccccc1N1CCN(c2ccc([N+](=O)[O-])nc2)CC1	1673	1593

Next part
SMILES	SRC3 TRFRET art	SRC1 TRFRET art
COc1ccc(OC)c(S(=O)(=O)NCCc2cn3ccsc3n2)c1	1410	1751
CC/C(CC(=O)C(F)(F)F)=N\NC(=O)/C(C#N)=C/N(C)C	1698	1946
C/C(=N\NC(=O)c1nn(C)c(C)c1Br)c1cccc(NC(=O)c2ccc(F)cc2)c1	1590	1993
CC(C)Cn1c(N)c(C(=O)COC(=O)c2c(F)cccc2F)c(=O)n(C)c1=O	1404	1445
O=c1oc(/C=C/c2ccccc2)nc2ccccc12	1678	2029
O=c1[nH]cnc2ccsc12	1393	1662
COc1ccc(Cn2c(=O)sc3ccccc3c2=O)cc1	1656	1892
O=C(CSc1ccccc1)Nc1cccc(S(=O)(=O)N2CCCC2)c1	1451	1710
CC(=O)c1ccc(-c2nnc(CCC(=O)N(C)Cc3cccc4cnccc34)o2)s1	1599	1657
CCOC(=O)c1ccc(N/C=C/C(=O)c2ccccc2)cc1	1448	1554
O=C(Nc1ccc(N2CCOCC2)c(Cl)c1)c1ccccc1Cl	1663	1706
COc1cccc(/C=C/C(=O)c2ccc(C)c([N+](=O)[O-])c2)c1	1435	1784
C(=N\n1cnnc1)/c1cccc(Oc2ccccc2)c1	1582	1642
CCCSc1ccc2nc(-c3ccccc3)cn2c1	1800	1696
CCOC(=O)c1sc(NC(=O)Cc2ccc(C)cc2)nc1C	1559	1815
CC1CCN(S(=O)(=O)c2ccc(C(C)C)cc2)CC1	1546	1832
CC1CCN(c2ccc([N+](=O)[O-])cc2C(=O)O)CC1	1593	1803
O=C(O)CSc1c(-c2ccccc2)[nH]c2ccccc12	1560	1763
O=C(COc1ccc(C(F)(F)F)cc1[N+](=O)[O-])Nc1cccc(C(F)(F)F)c1	1516	1909
O=C(Nc1nnc(-c2ccncc2)s1)Nc1ccccc1F	1482	1670

Gathered by group: the compounds so far containing a CF3 group.
SMILES	SRC3 TRFRET art	SRC1 TRFRET art
COc1cc(C2NC(=S)NC(O)(C(F)(F)F)C2C(=O)c2cccs2)cc(OC)c1O (stereo not drawn)	1814	1759
CC/C(CC(=O)C(F)(F)F)=N\NC(=O)/C(C#N)=C/N(C)C	1698	1946
O=C(COc1ccc(C(F)(F)F)cc1[N+](=O)[O-])Nc1cccc(C(F)(F)F)c1	1516	1909

The results go on:
SMILES	SRC3 TRFRET art	SRC1 TRFRET art
O=C(CCCn1cnc([N+](=O)[O-])n1)Nc1cccc2ccccc12	1437	1966
COc1ccccc1N1CCN(CC(=O)NC(=O)NCc2ccco2)CC1	1686	1795
CC(NC(=O)Cc1cccc(C(F)(F)F)c1)c1ccc(F)cc1 (stereo not drawn)	1592	1566
Cn1c(=O)c(/C=C/c2ccccc2)nc2ccccc21	1678	1998
Nc1n[nH]c(=S)n1/N=C1/C(=O)Nc2ccccc21	1870	2179
COC(c1ccccc1)c1nnc(CCC(=O)NCCC(C)C)o1 (stereo not drawn)	1604	1734
O=[N+]([O-])c1cccc(/C=N/N2CCN(Cc3ccccc3)CC2)c1	1446	1659
Cc1ccc(/C=N/n2c(-c3cccnc3)n[nH]c2=S)s1	1455	1827
OC1CCCN(Cc2cn(Cc3ccccc3)nc2-c2cc3ccccc3o2)C1 (stereo not drawn)	1677	1660
Cc1nn(-c2ccccc2)c(Cl)c1C(=O)NCc1cccs1	1695	1895
O=C(CSc1ccc(-c2ccccn2)nn1)NCc1ccccc1	1582	1602
CC(O)C(C(=O)OCc1ccc([N+](=O)[O-])cc1)N1C(=O)c2ccccc2C1=O (stereo not drawn)	1510	1773
CCC(C)NC(=O)Nc1ccc(F)c(Cl)c1 (stereo not drawn)	1570	1816
CCn1c(C)[n+](CC)c2ccc(S(=O)(=O)NC)cc21	1411	1588
CCn1ccc(C(=O)NC2=NCCS2)n1	1747	1888
N#CC1=C(N)OC2=C(C(=O)CC(c3ccccc3)C2)C1c1cccnc1 (stereo not drawn)	1469	1868
OCC1CCCN(Cc2cn(Cc3ccccc3)nc2-c2cc3ccccc3o2)C1 (stereo not drawn)	1562	1622
CCN(C(=O)COC(=O)/C=C/c1nc2ccccc2s1)C1CCS(=O)(=O)C1 (stereo not drawn)	1562	1750
CC(C)C(=O)NN(C(=O)c1ccccc1)c1ccccc1	1531	1636
O=C(NN=C(Cc1ccccc1)Cc1ccccc1)C1CC1	1372	2001
Cc1nnc(N/N=C/c2ccc(-c3ccccc3F)o2)n1N	1247	1975
Fc1ccc(-n2nnc(-c3cnc4ccccc4c3)n2)cc1	1641	1695
CCCCOc1ccc(C(O)(CCC)CCN2CCOCC2)cc1 (stereo not drawn)	1740	2054
COc1cc(/C=C2/SC(=S)N(c3ccccc3)C2=O)ccc1Oc1nc(N2CCOCC2)nc(N2CCOCC2)n1	1771	1790
Cc1ccc(C)c(SCC(=O)Nc2cc(C)nn2-c2ccc(F)cc2)c1	1683	1753
CN1/C(=C\C(=O)COC(=O)c2ccc([N+](=O)[O-])o2)C(C)(C)c2ccccc21	1191	1950
Cc1ccc(C(=O)NC(NCc2ccccc2)C(Cl)(Cl)Cl)cc1 (stereo not drawn)	1545	1688

Molecules above containing bromine, in the order listed:
SMILES	SRC3 TRFRET art	SRC1 TRFRET art
O=C(N/N=C/c1ccc(Br)s1)c1ccccn1	1466	2059
CC(C)OCCCNC(=O)Cc1ccc(Br)cc1	1580	1619
O=C(CSc1ccc(F)cc1)Nc1ccccc1Br	1642	1837
OCCCNc1nc(-c2ccc(Cl)cc2)nnc1-c1ccc(Br)cc1	1721	1915
Cc1ccc2nc(-c3ccc(NC(=O)COC(=O)c4ccc(Br)o4)cc3)sc2c1	1586	1956
C/C(=N\NC(=O)c1nn(C)c(C)c1Br)c1cccc(NC(=O)c2ccc(F)cc2)c1	1590	1993
